Screening results (PubChem)
SENP8 block: SENP8 protease inhibitors, primary screen, biochemical, luminescence; 330,000 compounds, 1.2% hits; purified SENP8, Z-RLRGG-aminoluciferin cleavage; inhibition, % at 10 µM; Sentrin-specific protease 8 (Homo sapiens), Q96LD8; AID 2540, 2010
Jurkat NFkB inh: inhibitors of induced NF-kB luciferase reporter, primary screen, TCR NF-kB activation inhibitor project, cell-based, luminescence, uHTS; Jurkat, PMA/ionomycin-induced NF-kB luciferase reporter; 330,000 compounds, 0.53% hits; inhibition, % at 4 µM; AID 435003, 2010
Gli-Sufu block: Gli-Sufu pathway antagonists, primary screen, luciferase luminescence, Sufu-KO-LIGHT cells, uHTS; Sufu-KO-LIGHT fibroblasts, Gli luciferase reporter luminescence; inhibition, % at 5 µM; 340,000 compounds, 0.74% hits; AID 588413, 2011;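 active = inhibition above about 55%, limit read from the data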;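 note: 0% = DMSO-treated cells and 100% = wells with medium but no cells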
697 NFkB inh: inhibitors of PMA/ionomycin-induced NF-kB reporter, 697 cells, primary screen, B-cell NF-kB inhibitor project, cell-based, luminescence, uHTS. 697 B-cell NF-kB luciferase reporter, 16 h. inhibition, % at 4 µM. 330,000 compounds, 0.33% hits. AID 435022, 2010; in the data active = inhibition above about 35%
UBC13 inh: UBC13 polyubiquitin chain formation inhibitors, primary screen, biochemical, TR-FRET, uHTS | Ubiquitin-conjugating enzyme E2 N (Homo sapiens), P61088 | inhibition, % at 20 µM | 330,000 compounds, 0.47% hits | AID 485273, 2010; in the data active = inhibition above about 45%, passing the limit was not always enough; inconclusive = no clear call, values can overlap the other calls
Target sequence (P61088 whole entry, looked up): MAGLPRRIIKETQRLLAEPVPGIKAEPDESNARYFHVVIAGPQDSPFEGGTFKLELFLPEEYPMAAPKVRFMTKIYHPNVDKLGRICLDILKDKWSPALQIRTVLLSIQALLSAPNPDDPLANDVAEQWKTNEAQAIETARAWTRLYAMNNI
EBI2 block: EBI2 receptor antagonists, beta-arrestin recruitment, primary screen, cell-based, luminescence, 7a,25-OHC stimulation, uHTS | 360,000 compounds, 0.81% hits | 7a,25-OHC stimulated | AID 651636, 2012 | inhibition, % at 5 µM | G-protein coupled receptor 183 (Homo sapiens), P32249; in the data active = inhibition above about 38%;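 note: enzyme fragment complementation signal reports receptor beta-arrestin coupling in cells; 0% = agonist plus DMSO wells and 100% = wells without agonist; some results beyond the cut were filed as inactive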
Target sequence (P32249 whole entry, looked up, the tested form may be a part): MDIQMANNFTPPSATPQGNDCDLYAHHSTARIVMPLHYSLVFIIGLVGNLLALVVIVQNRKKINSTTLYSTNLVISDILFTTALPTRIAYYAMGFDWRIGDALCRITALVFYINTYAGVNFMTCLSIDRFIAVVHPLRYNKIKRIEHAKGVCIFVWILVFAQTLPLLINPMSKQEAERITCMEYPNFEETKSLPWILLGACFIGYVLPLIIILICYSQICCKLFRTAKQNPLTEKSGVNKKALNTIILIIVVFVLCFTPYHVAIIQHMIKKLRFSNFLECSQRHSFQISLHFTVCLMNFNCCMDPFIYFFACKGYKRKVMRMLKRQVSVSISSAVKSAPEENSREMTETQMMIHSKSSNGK
CCR6 antagonist: CCR6 receptor antagonists, primary screen, cell-based, CHO-K1, luminescence, beta-arrestin, uHTS; 340,000 compounds, 0.49% hits; C-C chemokine receptor type 6 (Homo sapiens), P51684; CHO-K1 CCR6 PathHunter beta-arrestin, CCL20-stimulated; inhibition, % at 20 µM;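 active = compounds whose inhibition of the agonist-driven luminescence signal at 20 µM reaches about 50%, limit read from the data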;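 note: cells stimulated with CCL20 at 14 nM final; plate controls were DMSO with CCL20 for no effect and DMSO without agonist for full effect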
Target sequence (P51684 whole entry, looked up): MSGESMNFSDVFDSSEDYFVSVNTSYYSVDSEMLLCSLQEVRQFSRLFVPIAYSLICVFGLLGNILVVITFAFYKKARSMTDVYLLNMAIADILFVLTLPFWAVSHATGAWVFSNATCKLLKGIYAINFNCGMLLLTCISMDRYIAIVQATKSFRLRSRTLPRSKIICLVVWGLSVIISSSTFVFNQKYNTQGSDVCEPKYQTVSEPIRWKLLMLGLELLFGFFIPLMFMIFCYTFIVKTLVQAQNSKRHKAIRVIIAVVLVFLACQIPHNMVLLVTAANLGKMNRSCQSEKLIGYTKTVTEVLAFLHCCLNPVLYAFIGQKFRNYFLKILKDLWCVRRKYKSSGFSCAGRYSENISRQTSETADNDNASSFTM
Apaf1 inhib: inhibitors of human Apaf-1 apoptosome, primary screen, biochemical, DEVD-Rh110 fluorescence, uHTS. Apoptotic protease-activating factor 1 (Homo sapiens), O14727. reconstituted apoptosome caspase-3 activity. inhibition, % at 20 µM. 330,000 compounds, 0.71% hits. AID 489030, 2010; active = inhibition of at least 40% at 20 µM;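 note: plate controls were DMSO wells for no effect and DEVD-CHO caspase inhibitor wells for full effect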
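System: reconstituted apoptosome with Apaf-1, cytochrome c, caspase-9, procaspase-3, dATP; Signal: Rh110 fluorescence intensity; Schedule: 30 min compound preincubation, 50 min activation, room temperature; Reagent: cytochrome c trigger plus (Z-DEVD)2-Rh110 caspase-3 substrate.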
Active calls of the source: *; u = inconclusive; x = not tested or not shown. Cut-off read from the data, not from the text of the source, unless noted: active = inhibition above about 50%; inactive = the rest. These rows are one share of the data. The share of hits here may be higher or lower than overall.

Structure	SENP8 block	Apaf1 inhib	Jurkat NFkB inh	UBC13 inh	EBI2 block	CCR6 antagonist	697 NFkB inh	Gli-Sufu block
Cc1nnc(SCC(=O)NC2CCCc3c2cnn3-c2ccccc2F)o1 (stereo not given)	-8.4	-3.5	6.0	-7.3	-3.6	-6.7	-10.7	-4.2
COc1cccc(CN2CCN(C(=O)c3ccco3)CC2)c1	-0.8	-10.8	3.2	-0.2	-13.1	-9.9	4.4	19.7
CN(C)C(CNC(=O)CCCN1C(=O)c2cccc3cccc(c23)C1=O)c1ccccc1 (stereo not given)	2.8	6.0	0.3	42.8	2.2	8.3	-15.3	11.1
COc1cc(NC(=O)COC(=O)c2cc(S(=O)(=O)N3CCOCC3)ccc2F)cc(OC)c1	7.0	5.2	2.4	2.8	2.0	-4.0	18.8	3.7
Cc1ccc(-n2c(SCC(=O)Nc3cc(C)on3)nc3c(c2=O)SC(C)C3)cc1 (stereo not given)	-4.9	-3.0	0.6	-7.4	6.7	8.1	5.9	-0.6
COc1ccc(CNS(=O)(=O)c2cc3c4c(c2)CCN4C(=O)CC3)cc1	-3.5	-4.8	-0.8	-2.7	-2.2	6.9	8.3	-2.8
COc1ccccc1N1CCN(C(=O)c2cccs2)CC1	4.5	-3.2	8.1	4.3	-17.9	6.4	-7.9	3.5
COCc1nc(-c2cc(OC)c(OC)c(OC)c2)no1	4.5	7.0	7.4	-4.6	-4.1	4.4	8.3	3.3
C=CCCC(=O)Nc1nc(C)c(-c2csc(Nc3ccc(Cl)cc3)n2)s1	-7.5	15.1	-0.2	-5.4	28.7	1.5	5.5	5.0
N#CCCn1cc(/C=N/NC(N)=S)c(-c2ccc(-c3ccccc3)cc2)n1	5.6	16.9	24.4	29.2	17.2	9.8	16.9	25.3
CC(O)c1ccc(OCCN(C)c2ccccn2)cc1 (stereo not given)	-6.0	3.1	-36.0	7.9	-14.1	17.4	-42.3	-14.7
COC(=O)c1c(NC(=O)CSc2ncnc3[nH]ncc23)sc2c1CCC2	3.1	-14.2	-25.2	9.0	3.0	2.6	17.9	2.5
Cn1c(SCC(=O)Nc2ccc3c(c2)OCCO3)nnc1-c1ccncc1	-6.8	11.3	-17.6	-6.4	-0.2	6.2	-6.3	7.8
Cc1c(C(=O)NCCN2C(=O)S/C(=C\c3cccs3)C2=O)cccc1[N+](=O)[O-]	-9.2	-1.2	-5.5	-6.5	0.0	11.4	-12.3	7.5
Cc1ccsc1C(=O)Nc1ccc(F)c([N+](=O)[O-])c1	53.3*	2.7	9.5	-6.4	-4.0	10.2	-11.4	1.9
CC(Oc1ccc(C#N)cc1)C(=O)Nc1ccc(-n2cnnn2)cc1 (stereo not given)	-9.5	-1.4	20.2	-4.4	-10.0	1.4	-4.1	-0.9

Copied from the entries so far, 4 compounds:
Structure	SENP8 block	Apaf1 inhib	Jurkat NFkB inh	UBC13 inh	EBI2 block	CCR6 antagonist	697 NFkB inh	Gli-Sufu block
COC(=O)c1c(NC(=O)CSc2ncnc3[nH]ncc23)sc2c1CCC2	3.1	-14.2	-25.2	9.0	3.0	2.6	17.9	2.5
Cn1c(SCC(=O)Nc2ccc3c(c2)OCCO3)nnc1-c1ccncc1	-6.8	11.3	-17.6	-6.4	-0.2	6.2	-6.3	7.8
Cc1c(C(=O)NCCN2C(=O)S/C(=C\c3cccs3)C2=O)cccc1[N+](=O)[O-]	-9.2	-1.2	-5.5	-6.5	0.0	11.4	-12.3	7.5
Cc1ccsc1C(=O)Nc1ccc(F)c([N+](=O)[O-])c1	53.3*	2.7	9.5	-6.4	-4.0	10.2	-11.4	1.9

Other compounds follow:
Structure	SENP8 block	Apaf1 inhib	Jurkat NFkB inh	UBC13 inh	EBI2 block	CCR6 antagonist	697 NFkB inh	Gli-Sufu block
O=C(Nc1cc(Cl)ccc1-n1cncn1)c1cn2ccccc2n1	-5.0	2.7	-50.3	-9.0	-0.3	-0.1	-18.6	32.5
CSc1ccc(/C=C/C(=O)Nc2ccccc2)cc1	95.3*	-1.3	-240.3	0.4	28.1	11.1	-110.0	-160.2
COCC(=O)Nc1cc(C)cn(Cc2cccc(C(F)(F)F)c2)c1=O	1.4	5.6	14.0	-8.0	-7.3	21.5	-11.7	-36.0
Cc1ccc(-c2nnn(CC(=O)N(CCCO)C(C(=O)NC3CCCC3)c3ccc(F)cc3)n2)o1 (stereo not given)	-4.2	1.2	-17.5	-4.7	-6.5	-4.9	3.0	13.2
Cc1ccc(N2C(=O)C3C(C2=O)C2C=CC3C23CC3)cc1 (stereo not given)	6.3	-9.7	-6.7	8.8	-9.9	2.8	-6.8	-7.1
Cc1ccc(S(=O)(=O)N(C)c2ccc(OC(=O)c3ccc(=O)[nH]c3)cc2)cc1	-3.3	5.2	7.8	9.6	5.1	4.3	2.4	-1.7
O=C(NC1CCCCC1)C(c1ccc2ncccc2c1)N(Cc1ccccc1)C(=O)c1cccs1 (stereo not given)	-2.5	7.5	-13.5	-2.7	11.3	0.2	8.7	3.8
COc1cc(OCC(=O)NC(C)C)cc2c1C(=O)O[C@@H](C)CCCC(=O)CCCCC2	0.4	1.2	-16.7	1.6	-8.4	6.8	7.5	3.6
CN(C)C(=O)C1CCC(=O)N1Cc1cccs1 (stereo not given)	1.9	-6.3	2.7	2.7	3.9	8.1	1.3	-0.5
COCCNC(=O)c1cc(-c2ccccc2)n(Cc2cc(C)no2)n1	10.6	-4.3	10.9	3.1	-0.4	17.9	24.1	1.1
Cc1ccccc1OCCC(=O)OCC(=O)NC(=O)c1ccccc1	-5.8	-9.0	-1.0	-14.3	-20.3	12.1	4.6	-1.2
Cc1cc(NC(=O)Cn2nc(C(=O)O)c3ccccc3c2=O)c([N+](=O)[O-])cc1C	6.5	7.7	0.1	-1.1	-1.6	19.0	17.2	9.4
CC1CCN(S(=O)(=O)c2ccc3c(c2)N(CC(=O)NCCCOC(C)C)C(=O)CS3)CC1	-5.5	2.8	2.2	9.2	2.0	5.9	6.4	-18.9
CC(=O)N(c1ccccc1)c1nc(/C=C/C(=O)Nc2c(C)cc(C)cc2C)cs1	-12.9	2.2	7.7	-4.4	15.6	3.3	-0.7	13.4
Cc1cc(C(=O)COc2ccccc2[N+](=O)[O-])c(C)n1C1CC1	1.0	17.9	-28.9	-20.7	-9.9	8.4	-32.8	-34.1
CCC(OC(=O)c1ccco1)C(=O)NCc1ccco1 (stereo not given)	-4.9	1.0	-46.0	-8.5	0.5	4.6	-14.8	3.6
CC(C)(C)OC(=O)NNC(=O)NC12CC3CC(CC(C3)C1)C2	1.2	-8.8	12.1	4.3	-16.8	-1.9	6.7	-4.6
C/C(=N/OC(=O)c1ccc(Cl)cc1Cl)c1oc(C)nc1C	82.8*	-0.7	-2.4	2.5	-4.3	5.8	16.0	5.9
CS(=O)(=O)NCC(c1cccnc1)N1CCN(c2ccccc2F)CC1 (stereo not given)	2.6	-10.4	-5.7	-5.8	-0.7	-4.9	-35.5	11.3
O=C(O)c1cccc(NC(=O)c2ccc(Cl)c(S(=O)(=O)N3CCCCCC3)c2)c1	78.2*	1.4	-12.7	-7.2	-1.6	6.9	-65.7	-55.9
COC(=O)c1cc(Br)c(=O)n(CC(C)C)c1	-8.6	2.8	-0.5	4.9	-4.6	4.9	10.0	4.1
COc1ccc(OC)c(NC(=O)CN2c3cccc4cccc(c34)S2(=O)=O)c1	-9.1	19.8	-7.1	-7.6	14.6	11.7	-29.1	7.2
CCC(C)(C(=O)NC1CCCC1)N(C(=O)c1ccccn1)c1ccc(C)cc1 (stereo not given)	-3.8	-77.7	-4.2	8.0	2.5	8.5	-5.9	4.3
CCN(CC(=O)Nc1ccc2c(c1)OCO2)Cc1nc2ccccc2c(=O)[nH]1	-11.6	3.4	2.1	3.3	3.5	-1.6	-8.0	4.5
Oc1cccc(NC(=S)N=Nc2c(O)[nH]c3ccccc23)c1	-0.7	-26.3	-57.6	u	3.3	35.9	-54.3	-32.6
COc1ccc(C(=O)NC(=S)Nc2ccc3[nH]c(=O)[nH]c3c2)cc1	2.8	4.3	-12.1	2.8	4.4	8.7	-10.7	8.0
Cc1cccc(Nc2nn3c(=O)c4ccccc4nc3s2)c1	-10.9	2.3	-138.6	8.4	2.3	1.3	-169.8	-72.2
COC(=O)c1nc(-c2ccc(C)cc2)oc1N(C)C	-12.1	0.4	5.3	-1.9	-2.3	-8.5	-6.5	4.3
CCOC(=O)c1nc2sc3c(c2c(=O)[nH]1)CCC(C)C3 (stereo not given)	-5.1	-0.5	-2.8	16.7	3.6	-7.4	2.7	4.1
CCOC(=O)c1cnn(CCOC(=O)c2ccc(F)cc2)c1NC(=O)c1ccc(F)cc1	-13.5	8.7	-7.1	-9.9	2.7	5.8	-14.9	2.0
COc1ccc(/C=N/c2sc3c(c2C#N)CCN(Cc2ccccc2)C3)c(O)c1	-10.0	1.7	-2.0	-7.4	x	x	-7.0	x
Cc1cccc(COC(=O)C(Cc2ccccc2)NC(N)=O)c1 (stereo not given)	1.5	5.9	9.9	4.3	-5.3	-0.1	15.3	-12.5
COc1ccc(C(CCN2CCOCC2)c2c(OC)cc(OC)c3ccc(=O)oc23)cc1 (stereo not given)	x	11.4	x	x	-14.0	13.3	-11.7	4.2
O=C(C1CC(=O)N(c2ccc3c(c2)OCCO3)C1)N1CCN(c2cccc(C(F)(F)F)c2)CC1 (stereo not given)	-5.8	27.2	5.3	-3.2	-2.8	10.1	-26.9	5.2
CCCc1cc(=O)[nH]c(SCC(=O)N2CCCC2=O)n1	-9.1	-1.8	5.8	-3.9	-10.5	6.8	1.4	-4.9
Cc1sc2ncnc(N3CCC(C(=O)NNC(=O)COc4ccccc4Cl)CC3)c2c1C	-2.9	17.7	6.9	8.0	35.3	-10.5	-1.8	-3.8
O=C(Nc1ccccc1C(F)(F)F)N1CCN(c2ccc3nncn3n2)CC1	0.9	-16.1	5.8	8.0	-3.9	9.0	18.6	-1.8
N#C/C(=C/c1cc(Cl)c(O)c(Cl)c1)C(=O)N1CCCCC1	-0.6	-0.2	8.9	9.8	-10.7	10.1	10.6	-12.2
O=C(COc1coc(CN2CCN(c3cccc(Cl)c3)CC2)cc1=O)NC1CCCC1	-4.3	-3.9	12.2	-2.7	-0.6	8.5	-4.3	3.8
O=S(=O)(NCc1ccccc1)c1cccc2nonc12	9.1	-3.9	2.9	-1.8	-11.7	-4.8	10.8	3.6
COc1ccccc1CN1C[C@@H]2C[C@@H](C3=Cc4cc(Cl)ccc4OC3)N3CCC[C@@]23C1=O	-2.5	26.8	18.3	4.5	23.0	3.3	0.5	1.7
CC1CCCN(C(=O)c2ccc(-c3ccccc3Cl)o2)C1 (stereo not given)	21.4	39.4	-118.2	9.6	-1.0	9.2	-157.5	-64.2
O=C(CCCOc1ccc(Cl)cc1Cl)Nc1ccc(O)cc1C(=O)O	23.4	-9.4	11.7	21.6	3.8	-5.4	15.1	15.0
COC(=O)C1CCN(C(=O)Nc2ccc(OC)cc2)CC1	0.9	1.7	0.7	-1.6	8.1	-0.8	1.6	4.7
COc1ccccc1CCN1C(=S)NC(C)(C)CC1(C)O (stereo not given)	-9.0	3.8	-0.7	2.3	6.7	33.8	3.0	7.8
